# Source: PubChem BioAssay
# DT40 TDP1 CPT – growth inhibition of DT40 Tdp1-/-;hTDP1 cells with camptothecin (screen for TDP1 inhibitors); actives 12% (n = 420,000); chicken DT40 Tdp1-/-;hTDP1 cells + 20 nM CPT, ATP luminescence, 48 h; Potency, µM (titrated, usually from 46.2 µM), for inactives: top-dose activity change, negative = growth inhibition, hits mostly inhibitors; further: nearly all actives have a fitted effect of over 55% in size
#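 Cell growth measured by CellTiter-Glo luminescence after a minimum 48 h, 37 C compound exposure with 20 nM CPT in Tdp1-knockout DT40 cells stably expressing hTDP1, seeded 400/well; qHTS titration format.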
# FEN1 inhibitor – inhibitors of human flap endonuclease 1; P39748; Recombinant FEN1 flap cleavage, fluorescence, 15 min; Potency, µM (series often up to 114 µM), inactives show at the top dose activity change, negative = inhibition, actives largely listed as inhibitors; actives 0.35% (n = 390,000); AID 588795; further: nearly all actives have a fitted effect of over 65% in size
# Target sequence (P39748 whole entry, looked up): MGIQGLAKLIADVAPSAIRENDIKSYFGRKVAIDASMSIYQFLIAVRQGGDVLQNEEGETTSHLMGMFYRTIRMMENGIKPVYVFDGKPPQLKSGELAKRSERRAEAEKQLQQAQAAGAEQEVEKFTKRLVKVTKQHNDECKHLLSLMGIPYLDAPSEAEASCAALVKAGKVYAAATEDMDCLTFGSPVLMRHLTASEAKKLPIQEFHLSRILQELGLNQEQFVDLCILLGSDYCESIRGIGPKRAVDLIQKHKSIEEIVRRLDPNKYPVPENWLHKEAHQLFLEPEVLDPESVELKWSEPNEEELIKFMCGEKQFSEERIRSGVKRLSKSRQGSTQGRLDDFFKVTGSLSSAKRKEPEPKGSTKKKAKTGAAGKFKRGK
#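 Recombinant FEN1 (10 nM) was preincubated with pin-transferred compounds for 15 min at room temperature, then flap DNA substrate (50 nM final) was added. Plates were read at 0 and 15 min, and normalized concentration–response data were fitted to a four-parameter Hill equation.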
# KAT2A inh – inhibitors of human GCN5L2 histone acetyltransferase | GCN5L2 HAT assay, ThioGlo1 CoA-SH fluorescence | Q92830 | actives 0.21% (n = 390,000) | Potency, µM (doses to about 58.9 µM), without a hit: at the top dose activity change, negative = inhibition, actives largely listed as inhibitors
#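 ThioGlo1-coupled HAT assay: 20nM GCN5L2, 70uM acetyl-CoA, 75uM H3(1-25) peptide, pH 7.5. Fluorescence read at 340/540nm at start and after 20 min at room temperature.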
# Starred values were filed as active, the others as inactive; ? = inconclusive; / = not tested or not shown; & = joins results of further samples. The call rests on the fitted dose curve; in most records, active means well fitted curve in the direction sought with a large enough effect; inconclusive means small, poorly fitted or top-dose-only effect, or another doubt; inactive means no such curve, though single readings can be large; an effect the other way counts as inactive or inconclusive. On the % scale 0 is the no-effect control and ±100 the full control effect; potency means the concentration at half of the fitted maximal effect. Not all compounds are listed (hit frequency here may not be typical).
SMILES,DT40 TDP1 CPT,FEN1 inhibitor,KAT2A inh
Cn1c(=O)[nH]c(=O)c2c1nc(N1CCCCCC1)n2Cc1cccc2ccccc12,-21%,0%,1%
CCc1cc(C(=O)N(Cc2ccccc2)c2c(N)n(CCOC)c(=O)[nH]c2=O)sc1C,-8%,-5%,-4%
Cc1cccc(Cn2ccc(N)n2)c1,9%,0%,-13%
COc1ccc(S(=O)(=O)Nc2cccc3c2O[C@H](CN(C)S(=O)(=O)c2ccccc2)[C@@H](C)CN([C@H](C)CO)C3=O)cc1,-26%,-6%,-8%
CCOc1ccc(NC(=O)NCc2c(-n3cccc3)sc3c2CCCC3)cc1,-4%,?,-11%
Cc1ccc(OCC(=O)NCC(=O)OCc2cc(=O)n3nc(C(C)C)sc3n2)cc1,-16%,-16%,1%
CC1(c2ccc(Cl)cc2Cl)NC(=O)N(CC(=O)Nc2cccnc2Cl)C1=O (stereo unspecified),-12%,4%,-19%
CCOC(=O)Cc1csc(N/N=C\c2cccc(Br)c2)n1,13µM*,-1%,?
N#Cc1ccc(CSc2ncccn2)cc1,1%,2%,-4%
CCc1nnc(NS(=O)(=O)c2ccc(N/C=C(\C=O)c3nc4cc(Cl)ccc4o3)cc2)s1,4%,-25%,-7%
Cc1ccc(NCc2nnc(SCC(=O)Nc3cc(C)on3)n2C)cc1,-11%,-9%,-7%
O=C(Nc1ccc2oc(-c3cccc(Cl)c3Cl)nc2c1)c1cccc(Br)c1,13µM*,-10%,-12%
O=C(c1c(F)cccc1F)N1CCCC(c2nc(-c3ccc(F)cc3)no2)C1 (stereo unspecified),23µM*,4%,-5%
N#CC1=CC2CN(Cc3ccccc3)C1C1C(=O)N(c3ccccc3)C(=O)C21 (stereo unspecified),?,8%,/
COc1ccccc1C1CC(c2ccc(Cl)cc2Cl)Nc2nc(N)nn21 (stereo unspecified),?,0%,-7%
Cc1ccc(Nc2nc(COC(=O)C3CC3)cs2)cc1,?,0%,4%
COc1ccc(OC)c(-c2nc3c(C#N)c[nH]n3c2NC2CCCCC2)c1,?,3%,-3%
O=C(COc1coc(CN2CCc3ccccc3C2)cc1=O)Nc1ccccc1F,0%,1%,-13%
O=S(=O)(NC1CCCCC1)c1ccc(Cl)s1,?,0%,-14%
COc1cc(-c2cc(OC)c3c(C)oc(C)c3c(=O)c2)ccc1O,?,?,-1%
COc1ccc(-c2nn(-c3ccccc3)cc2/C=N/n2cnnc2)cc1OC,-2%,-18%,-13%
CCN(CC)CCCNC(=O)c1nn2c(C(F)(F)F)cc(-c3ccccc3)nc2c1Cl,?,4%,-4%
O=C(Nc1cc(S(=O)(=O)N2CCCCC2)ccc1Cl)c1ccc(F)cc1,5%,2%,-3%
Cc1nc(N)sc1N=Nc1ccc(Br)cc1,0%,-3%,-3%
Cc1ccc(S(=O)(=O)NC(=O)Nc2cccc(S(=O)(=O)N(C)C)c2)cc1,-19%,1%,0%
COc1cccc(N2CCN(S(=O)(=O)c3cn(C)c(C)n3)CC2)c1,-7%,6%,-8%
CCOC(=O)N1CCC(NC(=O)c2ccc3c(c2)N(Cc2ccc(C)cc2)CCS3)CC1,21µM*,-1%,0%
COc1ccc(CCN2C(=O)/C(=C\c3ccco3)SC2=S)cc1OC,?,-7%,?
Cc1ccc(OC(=O)C(C)c2cccc(C(=O)c3ccccc3)c2)cc1 (stereo unspecified),-1%,-2%,-9%
CN(C)c1ccc(-c2ccc([C@H]3[C@@H]4C=CCC[C@@]4(C)C(=O)N3Cc3ccccc3)c(F)c2)cc1,23µM*,-24%,-11%
O=S(=O)(c1ccc(Cl)nc1)N1CCN(c2ncccn2)CC1,-10%,20%,-3%
COc1ccc(C2/C=C\CN(C(=O)OCC3c4ccccc4-c4ccccc43)CC(=O)N2Cc2cccc(F)c2)cc1 (stereo unspecified),?,-22%,-7%&7%
Cc1cccn2c(=O)c3cc(C(=O)NC4CCCCC4)c(=N)n(Cc4ccc(F)cc4)c3nc12,8.2µM*,19%,1%
COc1ccc(NC(=O)CN2CCN(c3c(C)cccc3C)CC2)cc1,?,-11%,-5%
O=C(NCc1ccc(F)cc1)c1cc(S(=O)(=O)N2CCCCC2)ccc1Cl,2%,1%,2%
CC1C/C(=N/Nc2nc3ccccc3[nH]2)CC(C)(C)C1 (stereo unspecified),21µM*,-13%,-4%
CCS(=O)(=O)N1CCC(C(=O)NCc2ccc(OC)cc2)CC1,14%,-13%,-5%
CCOc1ccc(S(=O)(=O)Nc2cc(S(=O)(=O)N(CC)CC)ccc2N2CCCC2)cc1,?,-6%,-13%
O=C(O)C1=C[C@H](c2ccc(C(F)(F)F)cc2)C[C@H](OCCCCO)O1,-1%,-6%,/
CCOC(=O)N/N=C(\C)c1ccc(Oc2ncccn2)cc1,?,7%,-4%
COc1ccc(Nc2nnc(Cc3ccccc3)c(=O)[nH]2)c(OC)c1,-2%,3%,-12%
COC(=O)C1=C(C)NC(C)=C(C(=O)OC)C1C(=O)OC(C)C(=O)c1ccccc1 (stereo unspecified),-18%&-4%,-3%&-10%,1%&-1%
O=C(COC(=O)/C=C/c1ccc(S(=O)(=O)N2CCCCCC2)cc1)NCc1ccccc1Cl,?,-1%,-2%
Cc1cc(NC(=O)Cc2cn3ccsc3n2)n(-c2ccccc2)n1,-12%,0%,-3%
Cc1ccc(NC(=O)/C(=C/c2cccc(Br)c2)NC(=O)c2ccco2)cc1,-5%,2%,-1%
Cc1nc(C)c(-c2nnc(-c3ccccc3Cl)o2)cc1C(=O)NN,-6%,-12%,1%
CN(C(=O)c1cccc(NC(=O)Cc2ccc(NC(=O)C3CCCN(S(=O)(=O)c4cccc([N+](=O)[O-])c4)C3)cc2)c1)C1CCCC1 (stereo unspecified),-25%,-3%,/
CC(C)(C)C(=O)Nc1ccc2c(c1)-c1cc(NC(=O)C(C)(C)C)ccc1C2,-25%,1%,-4%
COc1cc(Nc2ccc(C(=O)O)cc2[N+](=O)[O-])cc(OC)c1,?,11%,-4%
O=c1[nH]c2ccc(S(=O)(=O)Nc3ccc(-c4nnc5n4CCCCC5)cc3)cc2o1,-1%,7%,-4%
O=C(CCC(=O)Nc1ccc(Cl)cc1Cl)NNC(=O)Nc1ccccc1,-16%,-9%,-7%
CCOC(=O)c1cnc(SCc2nc(N)nc(Nc3ccc(C)cc3)n2)nc1N,21µM*,0%,-12%
COc1cc2c(cc1OC)-c1cc(Nc3ccccc3C)nc(=O)n1CC2,-6%,-6%,-18%
CCOC(=O)CSc1nc2ccccc2c(=O)n1CCC(=O)NCCc1ccc(OC)c(OC)c1,-7%,2%,-7%
CCOc1ccc(N2C(=O)c3cccnc3C2Nc2ccc(C)cc2)cc1 (stereo unspecified),-2%,-2%,-1%
CCN(CC)c1ccc(-c2nnc(SCC(=O)Nc3ccccc3C#N)n2-c2ccccc2)cc1,18µM*,12%,-4%
CCCSC1=C(C#N)C(c2cccnc2)C(C(=O)OCC)=C(c2ccccc2)N1 (stereo unspecified),-20%,-24%,2%
CCOC(=O)c1c(C)[nH]c(-c2csc(C)n2)c1C,?,-4%,-6%
O=C(NCCCN1CCN(c2ccc(F)cc2)CC1)Nc1ccccc1Cl,21µM*,11%,20%
Cc1nc(N2CCN(C(=O)c3ccco3)CC2)nc2c1C(=O)CC(C)C2 (stereo unspecified),-29%,-2%,-4%

# Single entries from the results shown.
# Under FEN1 inhibitor, COc1cc(Nc2ccc(C(=O)O)cc2[N+](=O)[O-])cc(OC)c1 shows 11%
# Under DT40 TDP1 CPT, COc1cc2c(cc1OC)-c1cc(Nc3ccccc3C)nc(=O)n1CC2 shows -6%
# Under KAT2A inh, CCOC(=O)c1c(C)[nH]c(-c2csc(C)n2)c1C shows -6%
# Under KAT2A inh, Cc1nc(N2CCN(C(=O)c3ccco3)CC2)nc2c1C(=O)CC(C)C2 (stereo unspecified) shows -4%

# The listing continues:
SMILES,DT40 TDP1 CPT,FEN1 inhibitor,KAT2A inh
CC(=O)N1CCN(S(=O)(=O)c2cccc(C(=O)Nc3nc4ccccc4[nH]3)c2)CC1,5%,2%,8%
COc1ccc(C(=O)OCc2cc(=O)n3c(C)csc3n2)cc1F,?,-1%,-15%
COc1cc2c(c(OC)c1OC)-c1ccc(N(C)CC(OC)OC)c(=O)cc1[C@@H](NC(C)=O)CC2,1.3µM*,-14%,-8%
CN1CCN(C(=O)CCCN2C(=O)/C(=C/c3ccccc3)SC2=S)CC1,18µM*,-3%,-7%
CN(CC(=O)Nc1ccccc1Br)C(=O)c1ccncc1,-15%,0%,?
Cn1cc(C(=O)NCc2ccccc2)c(=O)c2cc(S(=O)(=O)N3CCOCC3)ccc21,-1%,-5%,-6%
CCCCc1nc(Cl)c(CO)n1Cc1ccc(-c2ccccc2-c2nn[nH]n2)cc1,?,-8%,-3%&31%
CCOC(=O)N1CCC(NC(=O)CSCc2cnn(-c3ccccc3)c2-n2cccc2)CC1,?,-8%,-2%
CCOC(=O)c1c[nH]c2ccc([N+](=O)[O-])cc12,-19%,-3%,/
CCCCn1c(N)c(S(=O)(=O)c2ccc(C)cc2)c2nc3ccccc3nc21,-101%,-21%,-22%
Cc1ccc2cc(CN(CC(C)C)S(=O)(=O)c3ccccc3)c(=O)[nH]c2c1,?,2%,-11%
CCCc1cc(SCC(=O)Nc2c(C)n(C)n(-c3ccccc3)c2=O)n2c(nc3ccccc32)c1C#N,0%,-16%,?
CC(=O)C(Sc1ccc2nnc(-c3cccnc3)n2n1)C(C)=O,-14%,-3%,-6%
O=C(CSc1cnc2ccccc2n1)c1ccc(F)cc1,-28%,-16%,-2%
CC(=NNC(=O)c1ccncc1)c1ccc(Cl)c(Cl)c1,?,14%,/
CCN(CC)c1ccc(/C=N/NC(=O)c2cnccn2)c(O)c1,5.2µM*,16%,-4%
CCc1n[nH]c(=S)n1/N=C/c1cc(Br)c(OC)cc1OC,-5%,-4%,-7%
CCn1ncc(Cl)c1C(=O)NC(=S)Nc1c(C)cc(C)cc1[N+](=O)[O-],?,-2%,0%
Cc1c(C(=O)Nc2cccc(Cl)c2)cn2c(nc3ccccc32)c1C#N,16µM*,-6%,-9%
Cc1ccc(C(=O)N2CCCCC2)cc1S(=O)(=O)N1CCCCCC1,?,4%,-6%

# Taken from the results shown, two compounds:
SMILES,DT40 TDP1 CPT,FEN1 inhibitor,KAT2A inh
Cc1c(C(=O)Nc2cccc(Cl)c2)cn2c(nc3ccccc32)c1C#N,16µM*,-6%,-9%
Cc1ccc(C(=O)N2CCCCC2)cc1S(=O)(=O)N1CCCCCC1,?,4%,-6%

# Back to the main list; the 6 compounds before the break are reprinted first.
SMILES,DT40 TDP1 CPT,FEN1 inhibitor,KAT2A inh
CC(=NNC(=O)c1ccncc1)c1ccc(Cl)c(Cl)c1,?,14%,/
CCN(CC)c1ccc(/C=N/NC(=O)c2cnccn2)c(O)c1,5.2µM*,16%,-4%
CCc1n[nH]c(=S)n1/N=C/c1cc(Br)c(OC)cc1OC,-5%,-4%,-7%
CCn1ncc(Cl)c1C(=O)NC(=S)Nc1c(C)cc(C)cc1[N+](=O)[O-],?,-2%,0%
Cc1c(C(=O)Nc2cccc(Cl)c2)cn2c(nc3ccccc32)c1C#N,16µM*,-6%,-9%
Cc1ccc(C(=O)N2CCCCC2)cc1S(=O)(=O)N1CCCCCC1,?,4%,-6%
Cc1cccc(NC(=O)COC(=O)CC2CCCC2)c1C,20%,3%,0%
CCn1c(SCc2nc3ccccc3[nH]2)nnc1-c1ccccc1OC,-22%,-6%,-1%
CCN(CC)CCOC(=O)C1(C2CCCCC2)CCCCC1,?,18%,-6%&-5%&1%
COc1ccc2c(c1)[nH]c1c(=O)n(CCC3=CCCCC3)cnc12,?,-4%,5%
COc1ccc(Cn2c(=O)cc(C)[nH]c2=S)cc1,5%,-5%,-7%
Cc1ccc([N+](=O)[O-])c(C(=O)N/N=C/c2cccs2)c1,?,-6%,18%
CC(C)CN(C(=O)c1ccc([N+](=O)[O-])s1)c1c(N)n(Cc2ccccc2)c(=O)[nH]c1=O,?,0%,-2%
OC(Cc1ccc2ccccc2n1)c1ccc(Cl)c(Cl)c1 (stereo unspecified),?,-4%,/
FC(F)(F)c1ccccc1-c1cncnc1NCc1ccccc1,-14%,/,-12%
O=C(CNC(=O)c1ccc2c(=O)n3c(nc2c1)CCC3)Nc1ccc(F)c(F)c1,-11%,-2%,-3%
CN(C)c1ccc(/C=C/c2nc3ccccc3o2)cc1,9%,-18%,/
Cc1occc1C(=O)N1CCN(c2ccccc2)CC1,-24%,-2%,1%
Cc1ccc(NC(=O)c2oc3ccc4c(c3c2C)C(=O)CC(C)(C)O4)c(C)c1,?,-4%,-2%
Cc1ccc(NC(=O)C(=O)NCC(c2cccnc2)N2CCN(C)CC2)cc1 (stereo unspecified),-12%,-4%,-8%
CCOc1ccc(S(=O)(=O)NCCC(=O)NC2=NCCS2)cc1,-7%,-7%,1%
CN1CCN(S(=O)(=O)c2ccccc2)C(c2ccccc2)C1 (stereo unspecified),-21%,8%,2%
